Mtb BioA inh – inhibitors of Mycobacterium tuberculosis BioA enzyme. inhibition, % at 9.99 µM. hit rate 0.096% among 360,000. purified M. tuberculosis BioA enzyme, plate reader; in the data active = inhibition above about 40%
* = called active by the depositor.

[1] C[C@H](CO)N1C[C@H](C)[C@@H](CN(C)C(=O)Nc2ccc(F)cc2)Oc2ccc(NS(=O)(=O)c3cn(C)cn3)cc2CC1=O
  Mtb BioA inh: 0.5

[2] CC(C)CC#Cc1cnc2c(c1)C(=O)N([C@H](C)CO)C[C@H](C)[C@H](CN(C)C(=O)Nc1cc(F)ccc1F)O2
  Mtb BioA inh: 9.5

[3] COc1ccc(OC(=O)N(C)C[C@H]2OCc3cnnn3CCCC(=O)N([C@@H](C)CO)C[C@@H]2C)cc1
  Mtb BioA inh: -0.2

[4] C[C@@H]1CN([C@H](C)CO)C(=O)c2cc(NC(=O)Nc3ccc4c(c3)OCO4)ccc2O[C@@H](C)CCCCO[C@H]1CN(C)Cc1ccc(C(=O)O)cc1
  Mtb BioA inh: -1.1

[5] C[C@@H]1CN([C@H](C)CO)C(=O)Cc2cc(NC(=O)C3CCCCC3)ccc2O[C@@H]1CN(C)Cc1ccc2c(c1)OCO2
  Mtb BioA inh: 0.2

[6] C[C@@H]1CCCCO[C@@H](CN(C)C(=O)Nc2cccc3ccccc23)[C@H](C)CN([C@H](C)CO)C(=O)c2cc(NS(=O)(=O)c3ccccc3)ccc2O1
  Mtb BioA inh: -2.5

[7] C[C@@H]1CCCCO[C@@H](CN(C)S(C)(=O)=O)[C@H](C)CN([C@@H](C)CO)C(=O)c2cc(NC(=O)C3CCCCC3)ccc2O1
  Mtb BioA inh: 0.4

[8] O=C([C@H]1[C@H](CO)[C@H]2Cn3c(ccc(-c4ccc(F)cc4)c3=O)[C@H]2N1Cc1cocn1)N1CCOCC1
  Mtb BioA inh: 2.3

[9] CNC[C@@H]1Oc2cc(C#CCN(C)C)ccc2S(=O)(=O)N([C@@H](C)CO)C[C@@H]1C
  Mtb BioA inh: -0.7

[10] COc1ccc(S(=O)(=O)N(C)C[C@@H]2OCc3ccccc3-c3ccccc3C(=O)N([C@H](C)CO)C[C@@H]2C)cc1
  Mtb BioA inh: 1.1

[11] CO[C@H]1CC[C@@H]2CCOc3ccc(C#N)cc3C(=O)N(C)C[C@H](c3ccccc3)CC(=O)N(C)C[C@H]1O2
  Mtb BioA inh: -1.0

[12] Cc1ccc(S(=O)(=O)Nc2ccc3c(c2)C(=O)N([C@@H](C)CO)C[C@H](C)[C@@H](CN(C)C(=O)Nc2ccccc2)OCCCC[C@H](C)O3)cc1
  Mtb BioA inh: -3.5

[13] C[C@H]1CN([C@@H](C)CO)C(=O)Cc2cc(NC(=O)C3CCCCC3)ccc2O[C@H]1CN(C)C
  Mtb BioA inh: -0.4

[14] COc1ccccc1-c1ccc2c(c1)O[C@H](CN(C)CC1CCOCC1)[C@@H](C)CN([C@H](C)CO)S2(=O)=O
  Mtb BioA inh: -0.3

[15] Cc1ccc(S(=O)(=O)N(C)C[C@H]2Oc3ccc(NC(=O)C4CC4)cc3CC(=O)N([C@H](C)CO)C[C@H]2C)cc1
  Mtb BioA inh: -2.6

[16] Cc1noc(C)c1NC(=O)N(C)C[C@@H]1OCCCC[C@H](C)Oc2ccc(NC(=O)c3ccncc3)cc2C(=O)N([C@H](C)CO)C[C@H]1C
  Mtb BioA inh: 0.2

[17] C[C@H]1CN([C@@H](C)CO)C(=O)c2cc(C3=CCCC3)cnc2O[C@@H]1CN(C)C(=O)C1CCCCC1
  Mtb BioA inh: -1.3

[18] Cc1noc(C)c1S(=O)(=O)N(C)C[C@H]1OCCCC[C@H](C)Oc2ccc(NC(=O)Nc3ccc(C(F)(F)F)cc3)cc2C(=O)N([C@H](C)CO)C[C@H]1C
  Mtb BioA inh: -1.0

[19] COCC(=O)Nc1ccc2c(c1)C(=O)N(C)C[C@H](OC)[C@@H](C)CN(CC1CC1)[C@@H](C)CO2
  Mtb BioA inh: 0.5

[20] O=S(=O)(Cc1ccccc1)NCC[C@@H]1CC[C@@H](NS(=O)(=O)c2ccc(F)cc2)[C@@H](CO)O1
  Mtb BioA inh: 0.6

[21] CN1CCN(C(=O)C[C@@H]2CC[C@H]3[C@@H](COC[C@@H](O)CN3Cc3ccc4c(c3)OCO4)O2)CC1
  Mtb BioA inh: -1.6

[22] C[C@@H]1CN([C@@H](C)CO)C(=O)c2cc(NC(=O)Cc3ccccc3)ccc2O[C@@H]1CN(C)C(=O)Nc1ccccc1
  Mtb BioA inh: 0.9

[23] O=C(C[C@@H]1C=C[C@H](NC(=O)c2ccccc2)[C@@H](CO)O1)NCCc1ccncc1
  Mtb BioA inh: 0.1

[24] C[C@H](CO)N1C[C@H](C)[C@H](CN(C)C(=O)C2CCOCC2)Oc2ncc(/C=C/c3ccccc3)cc2C1=O
  Mtb BioA inh: 0.4

[25] COc1ccc(NC(=O)Nc2ccc3c(c2)CC(=O)N([C@@H](C)CO)C[C@@H](C)[C@@H](CN(C)Cc2ccccc2)O3)cc1
  Mtb BioA inh: 1.4

Of the compounds above, these contain an aryl methoxy group.
[3] COc1ccc(OC(=O)N(C)C[C@H]2OCc3cnnn3CCCC(=O)N([C@@H](C)CO)C[C@@H]2C)cc1
  Mtb BioA inh: -0.2

[10] COc1ccc(S(=O)(=O)N(C)C[C@@H]2OCc3ccccc3-c3ccccc3C(=O)N([C@H](C)CO)C[C@@H]2C)cc1
  Mtb BioA inh: 1.1

[14] COc1ccccc1-c1ccc2c(c1)O[C@H](CN(C)CC1CCOCC1)[C@@H](C)CN([C@H](C)CO)S2(=O)=O
  Mtb BioA inh: -0.3

[25] COc1ccc(NC(=O)Nc2ccc3c(c2)CC(=O)N([C@@H](C)CO)C[C@@H](C)[C@@H](CN(C)Cc2ccccc2)O3)cc1
  Mtb BioA inh: 1.4

(continued)
[26] N#C[C@H]1[C@@H](c2ccc(C#CCC3CCCC3)cc2)[C@@H](CO)N1C(=O)c1ccccn1
  Mtb BioA inh: 5.4

[27] C[C@@H]1CCCCO[C@H](CN(C)S(=O)(=O)c2ccc(Cl)cc2)[C@H](C)CN([C@@H](C)CO)C(=O)c2cc(NS(=O)(=O)c3cccs3)ccc2O1
  Mtb BioA inh: -0.8

[28] C[C@@H]1CCCCO[C@H](CN(C)Cc2ccc(Cl)c(Cl)c2)[C@@H](C)CN([C@@H](C)CO)C(=O)c2cc(NC(=O)Nc3ccc(F)cc3)ccc2O1
  Mtb BioA inh: -5.0

[29] O=C(C[C@@H]1CC[C@@H](NS(=O)(=O)c2ccccc2)[C@H](CO)O1)NCc1ccncn1
  Mtb BioA inh: -0.8

[30] Cc1ccccc1-c1ccc2c(c1)O[C@@H](CN(C)CC1CC1)[C@@H](C)CN([C@@H](C)CO)S2(=O)=O
  Mtb BioA inh: 0.9

[31] C[C@H](CO)N1C[C@H](C)[C@H](CN(C)Cc2ccc(C(F)(F)F)cc2)OCCCC[C@H](C)Oc2ccc(NC(=O)NC3CCCCC3)cc2C1=O
  Mtb BioA inh: -2.2

[32] CO[C@@H]1CN(C)C(=O)c2cc(NC(=O)c3ccccc3F)ccc2OC[C@H](C)NC[C@H]1C
  Mtb BioA inh: 0.8

[33] CN(C)CC(=O)N[C@@H]1CC[C@@H](CC(=O)NCc2ccc(Cl)cc2)O[C@@H]1CO
  Mtb BioA inh: -1.1

[34] CCCC(=O)Nc1ccc2c(c1)OC[C@H](C)N(C(=O)c1ccncc1)C[C@@H](C)[C@@H](OC)CN(C)C2=O
  Mtb BioA inh: 0.4

[35] Cc1noc(C)c1NC(=O)N(C)C[C@@H]1Oc2c(cccc2N(C)C)C(=O)N([C@@H](C)CO)C[C@H]1C
  Mtb BioA inh: -2.0

[36] Cc1noc(C)c1NC(=O)Nc1ccc2c(c1)C(=O)N([C@@H](C)CO)C[C@H](C)[C@@H](CN(C)Cc1ccc3c(c1)OCO3)O2
  Mtb BioA inh: 4.3

[37] C[C@@H]1CN([C@H](C)CO)C(=O)c2cc(NC(=O)Cc3ccccc3)ccc2O[C@@H]1CN(C)Cc1ccc2c(c1)OCO2
  Mtb BioA inh: 1.3

[38] CO[C@H](CN(C)S(=O)(=O)c1cn(C)cn1)[C@H](C)CN(C(=O)Nc1ccc(C(F)(F)F)cc1)[C@H](C)CO
  Mtb BioA inh: -2.0

[39] Cn1cnc(S(=O)(=O)N[C@@H]2C=C[C@H](CC(=O)Nc3ccc(-c4ccccc4)cc3)O[C@H]2CO)c1
  Mtb BioA inh: -4.2

[40] CCNC(=O)[C@H]1[C@H](CO)[C@H]2Cn3c(ccc(-c4cccc(OC)c4)c3=O)[C@H]2N1C(=O)NC(C)C
  Mtb BioA inh: -0.9

[41] C[C@@H]1CN([C@@H](C)CO)S(=O)(=O)c2ccc(-c3ccccc3F)cc2O[C@@H]1CN(C)Cc1ccncc1
  Mtb BioA inh: 1.0

[42] COCc1cn(CC[C@H]2CC[C@@H](NC(=O)Cc3cccnc3)[C@@H](CO)O2)nn1
  Mtb BioA inh: -0.2

[43] O=C(C1=C[C@@H](c2csc3ccccc23)C[C@@H](OCCCCO)O1)N1CCCCCCC1
  Mtb BioA inh: 0.0

[44] COc1cccc(-c2ccc3n(c2=O)C[C@@H]2[C@@H](CO)[C@H](C(=O)N4CCOCC4)N[C@H]32)c1
  Mtb BioA inh: -3.8

[45] Cc1noc(C)c1S(=O)(=O)Nc1ccc2c(c1)CC(=O)N([C@H](C)CO)C[C@@H](C)[C@@H](CN(C)Cc1ccc(Oc3ccccc3)cc1)O2
  Mtb BioA inh: -1.1

[46] CC(C)NC(=O)Nc1ccc2c(c1)C(=O)N([C@H](C)CO)C[C@H](C)[C@H](CN(C)S(C)(=O)=O)O2
  Mtb BioA inh: -1.5

[47] CC(=O)N1CCCCN2[C@@H](CO)[C@@H](c3ccc(-c4cccc(C(=O)N(C)C)c4)cc3)[C@@H]2C1
  Mtb BioA inh: 1.7

[48] C[C@H]1CN([C@@H](C)CO)C(=O)c2cc(/C=C/c3ccccc3)cnc2O[C@@H]1CN(C)C(=O)Cc1ccccn1
  Mtb BioA inh: 2.7

[49] C[C@@H]1CCCCO[C@@H](CN(C)S(=O)(=O)c2cccs2)[C@H](C)CN([C@H](C)CO)C(=O)c2cc(NS(=O)(=O)c3cccs3)ccc2O1
  Mtb BioA inh: -0.4

[50] Cc1ccccc1-c1cnc2c(c1)C(=O)N([C@H](C)CO)C[C@H](C)[C@@H](CN(C)CC1CCCC1)O2
  Mtb BioA inh: 1.5

[51] C/C=C/c1ccc2c(c1)O[C@@H](CN(C)C(=O)NC1CCCC1)[C@@H](C)CN([C@@H](C)CO)S2(=O)=O
  Mtb BioA inh: 4.1

[52] CCC(=O)N(C)C[C@@H]1Oc2cc(C#CCC3CCCC3)ccc2S(=O)(=O)N([C@@H](C)CO)C[C@@H]1C
  Mtb BioA inh: 8.6

[53] CC(C)C#Cc1ccc([C@H]2[C@@H](CO)N3CCCCN(S(=O)(=O)Cc4ccccc4)C[C@H]23)cc1
  Mtb BioA inh: 0.6

[54] Cc1noc(C)c1S(=O)(=O)Nc1ccc2c(c1)C(=O)N([C@@H](C)CO)C[C@@H](C)[C@H](CN(C)C(=O)Nc1cccc3ccccc13)O2
  Mtb BioA inh: -2.6

[55] C/C=C/c1cnc2c(c1)C(=O)N([C@H](C)CO)C[C@@H](C)[C@@H](CN(C)C(=O)NCCC)O2
  Mtb BioA inh: -2.1

[56] Cc1cccc(-c2ccc([C@@H]3[C@@H](CO)N4CCCCN(C(=O)NC(C)C)C[C@H]34)cc2)c1
  Mtb BioA inh: 1.3

[57] Cc1noc(C)c1S(=O)(=O)N(C)C[C@H]1Oc2ccc(NS(=O)(=O)c3cccs3)cc2C(=O)N([C@H](C)CO)C[C@H]1C
  Mtb BioA inh: 0.5

[58] C[C@@H]1CCCCO[C@H](CN(C)S(=O)(=O)c2ccc(Cl)cc2)[C@@H](C)CN([C@@H](C)CO)C(=O)c2cc(NC(=O)c3ccncc3)ccc2O1
  Mtb BioA inh: 1.7

[59] COc1ccc(NC(=O)Nc2ccc3c(c2)CC(=O)N([C@@H](C)CO)C[C@H](C)[C@@H](CN(C)C(=O)Nc2ccc(OC)cc2)O3)cc1
  Mtb BioA inh: -1.5

[60] O=C(C[C@H]1C[C@H]2c3cc(NC(=O)Nc4ccccc4)ccc3O[C@H]2[C@@H](CO)O1)NC1CCCC1
  Mtb BioA inh: -1.5

[61] C/C=C/c1ccc2c(c1)O[C@@H](CN(C)C(=O)c1cccc(F)c1)[C@@H](C)CN([C@@H](C)CO)S2(=O)=O
  Mtb BioA inh: 9.3

[62] COc1ccccc1S(=O)(=O)N[C@H]1CC[C@@H](CCNC(=O)C2CCCC2)O[C@H]1CO
  Mtb BioA inh: -2.9

[63] CN1[C@@H]2Cn3c(ccc(-c4ccncc4)c3=O)[C@H]1[C@@H](C(=O)N1CCC(Cc3ccccc3)CC1)[C@@H]2CO
  Mtb BioA inh: 0.6

[64] C[C@@H]1CN([C@@H](C)CO)S(=O)(=O)c2ccc(Br)cc2O[C@H]1CN(C)S(=O)(=O)c1ccc(F)cc1
  Mtb BioA inh: 0.6

[65] CO[C@H]1CN(C)C(=O)c2cc(NC(=O)c3ccc4c(c3)OCO4)ccc2OC[C@H](C)NC[C@H]1C
  Mtb BioA inh: 2.8

[66] CCNC(=O)Nc1ccc2c(c1)C(=O)N(C)[C@H]1CC[C@@H](CC(=O)NCC3CCCCC3)O[C@H]1CO2
  Mtb BioA inh: -1.0

[67] CN(C)CC(=O)N1CCCCN2[C@H](CO)[C@H](c3ccc(-c4ccccc4)cc3)[C@H]2C1
  Mtb BioA inh: 0.0

[68] CC(C)NC(=O)NCC[C@@H]1CC[C@H](NS(=O)(=O)c2ccc(-c3ccccc3)cc2)[C@@H](CO)O1
  Mtb BioA inh: 0.8

Screen by screen, quoted from above:
Entries 6–9 in Mtb BioA inh, in turn: -2.5, 0.4, 2.3, -0.7

Three of the compounds above, as tab-separated lines.
cpd	Compound	Mtb BioA inh
66	CCNC(=O)Nc1ccc2c(c1)C(=O)N(C)[C@H]1CC[C@@H](CC(=O)NCC3CCCCC3)O[C@H]1CO2	-1.0
62	COc1ccccc1S(=O)(=O)N[C@H]1CC[C@@H](CCNC(=O)C2CCCC2)O[C@H]1CO	-2.9
64	C[C@@H]1CN([C@@H](C)CO)S(=O)(=O)c2ccc(Br)cc2O[C@H]1CN(C)S(=O)(=O)c1ccc(F)cc1	0.6

Not all compounds are listed; the hit share may differ from the screen's.
